GlmU inhibition – inhibition of mycobacterial GlmU enzyme – biochemical, glucosamine-1-phosphate acetyltransferase (AID 1376); Bifunctional protein GlmU (Mycobacterium tuberculosis (strain ATCC 25618 / H37Rv)); M. tuberculosis GlmU acetyltransferase enzyme assay; higher % means a stronger effect; one-dose inhibition, %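 (tested at 30 µM in the primary screen)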; IC50 in µM for titrated hits; 0.25% of 220,000 active; in the data active means inhibition above about 13%;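 further: 0% = complete reaction with vehicle and 100% = reaction without substrate; strong numbers were not always called active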
Mtb RmlCD inh – M. tuberculosis RmlC/RmlD coupled enzyme inhibitors, primary screen, biochemical, compound mixtures, 384-well, from 1536-well plates | inhibition, % at 3.6 µM | RmlC+RmlD coupled enzyme assay, percent inhibition; primary screen in compound mixtures | 0.03% of 160,000 active; in the data active means inhibition mostly above about 34%, no sharp cut-off; further: some results filed as inactive read as strong as hits
Target sequence (P9WH09 whole entry, looked up): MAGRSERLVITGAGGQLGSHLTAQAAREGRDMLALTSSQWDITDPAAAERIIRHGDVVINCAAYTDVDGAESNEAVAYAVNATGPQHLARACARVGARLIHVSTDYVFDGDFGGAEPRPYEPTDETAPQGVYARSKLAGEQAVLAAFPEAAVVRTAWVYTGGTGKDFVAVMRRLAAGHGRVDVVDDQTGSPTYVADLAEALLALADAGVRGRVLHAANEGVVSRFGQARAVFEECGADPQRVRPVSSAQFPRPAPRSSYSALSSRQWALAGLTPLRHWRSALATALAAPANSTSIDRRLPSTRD
Target sequence (P9WH11 whole entry, looked up): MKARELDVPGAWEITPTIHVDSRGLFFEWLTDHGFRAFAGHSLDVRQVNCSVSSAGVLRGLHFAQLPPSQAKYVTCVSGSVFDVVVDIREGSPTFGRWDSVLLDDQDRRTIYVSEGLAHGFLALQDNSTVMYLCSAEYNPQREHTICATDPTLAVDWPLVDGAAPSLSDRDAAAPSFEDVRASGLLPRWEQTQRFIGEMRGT
* marks the source's active call; other numbers are inactive results. These rows are one share of the data. The share of hits here may be higher or lower than overall.

Results for CCN(CC)CCN(C(=O)CN1C(=O)CCC1=O)c1nc2cc3c(cc2s1)OCO3 ?
GlmU inhibition: -4.8%; Mtb RmlCD inh: 4

What do the screens show for `CC(=NCC1CCCO1)c1c(O)n(Cc2ccccc2)c(=O)[nH]c1=O` (stereo not drawn)?
GlmU inhibition: 0.6%; Mtb RmlCD inh: 7

What do the screens show for `CN1CC[C@@]2([C@@]34CCN(C)C3Nc3ccccc34)c3ccccc3NC12` (stereo partly drawn)?
GlmU inhibition: -0.5%

What do the screens show for `CN1CCN(CC(=O)Nc2nc3c(s2)CCCC3)CC1`?
GlmU inhibition: -0.2%; Mtb RmlCD inh: -19

What do the screens show for `Cc1cc(Br)ccc1SCC(=O)OCC(=O)NC(C)c1ccccc1` (stereo not drawn)?
GlmU inhibition: -4.7%; Mtb RmlCD inh: -6

How did CCC(=O)Nc1ccc(C(=O)NNC(=O)COc2cc(C)ccc2C)cc1 do in these assays?
GlmU inhibition: 5.2%; Mtb RmlCD inh: 6

How did Cc1ccc(NC(=O)[C@@H]2CCCN2S(=O)(=O)c2ccccc2F)cc1S(=O)(=O)N1CCOCC1 do in these assays?
GlmU inhibition: -3.2%; Mtb RmlCD inh: -3

How did Cc1ccc(CNC(=O)CN(CCc2ccccc2)S(C)(=O)=O)cc1 do in these assays?
GlmU inhibition: 2.4%; Mtb RmlCD inh: 3

How did CCOC(=O)c1c(NC(=O)C(C)S(=O)(=O)c2cn(CC)c3ccccc23)sc2c1CCCC2 (stereo not drawn) do in these assays?
GlmU inhibition: -0.5%

Results for CC(C)(C)NC(=O)C(c1ccc(OCC(N)=O)cc1)N(C(=O)c1cccnc1)C1CC1 (stereo not drawn) ?
GlmU inhibition: -1.4%; Mtb RmlCD inh: 44

How did CC(=O)Oc1ccc2c(=O)c(/C=N/c3cc(=O)[nH]c(=S)[nH]3)coc2c1 do in these assays?
GlmU inhibition: 1.1%; Mtb RmlCD inh: 11

What do the screens show for `CC(=O)c1c(-c2ccc(Cl)cc2)c2ccccc2[nH]c1=O`?
GlmU inhibition: 2.7%; Mtb RmlCD inh: 11

Results for COc1ccc(CNC(=O)c2cc(COc3c(F)cccc3F)on2)cc1OC ?
GlmU inhibition: -1.0%

How did C(=C\c1ccccc1)/CSc1nnc(-c2ccccn2)n1Cc1ccco1 do in these assays?
GlmU inhibition: 5.0%; Mtb RmlCD inh: -3

What do the screens show for `CC12CN3CCN(CC(C3)C1O)C2` (stereo not drawn)?
GlmU inhibition: 3.5%; Mtb RmlCD inh: 1

The final 3 compounds of the part before are carried over, then new ones follow:
Results for COc1ccc(CNC(=O)c2cc(COc3c(F)cccc3F)on2)cc1OC ?
GlmU inhibition: -1.0%

How did C(=C\c1ccccc1)/CSc1nnc(-c2ccccn2)n1Cc1ccco1 do in these assays?
GlmU inhibition: 5.0%; Mtb RmlCD inh: -3

What do the screens show for `CC12CN3CCN(CC(C3)C1O)C2` (stereo not drawn)?
GlmU inhibition: 3.5%; Mtb RmlCD inh: 1

How did Cn1c(SCC(=O)Nc2cccc(F)c2)nnc1-c1cc2ccccc2o1 do in these assays?
GlmU inhibition: 0.4%; Mtb RmlCD inh: 5

What do the screens show for `COc1ccc(OC)c(NC(=O)N[C@@H](Cc2ccccc2)C(=O)O)c1`?
GlmU inhibition: 4.4%; Mtb RmlCD inh: 10

What do the screens show for `Cn1c(=O)c2c(nc(OCc3cccnc3)n2Cc2ccccc2)n(C)c1=O`?
GlmU inhibition: 6.7%; Mtb RmlCD inh: -4

What do the screens show for `Oc1ccccc1CNCCCNCc1ccccc1O`?
GlmU inhibition: -0.9%; Mtb RmlCD inh: -1

What do the screens show for `Cc1cccc(Nc2nc(N)nc(CN3CCN(c4ccccc4)CC3)n2)c1`?
GlmU inhibition: -4.6%; Mtb RmlCD inh: -2

How did Cc1cc(C)n(NC(=S)NC2CCCC2)c(=O)c1C#N do in these assays?
GlmU inhibition: 2.1%

What do the screens show for `CC(C)C/C(O)=C/c1nc2cc(Cl)ccc2oc1=O`?
GlmU inhibition: 0.0%; Mtb RmlCD inh: -1

How did O=C(Nc1ccncc1)c1ccccc1F do in these assays?
GlmU inhibition: -3.1%; Mtb RmlCD inh: -9

Results for CC(=O)CC(=O)Nc1nc(C)cc(C)n1 ?
GlmU inhibition: 2.9%; Mtb RmlCD inh: 53

Results for O=C(Nc1ccccc1)/C(=C/c1cccc(Br)c1)NC(=O)c1ccco1 ?
GlmU inhibition: 1.1%; Mtb RmlCD inh: -9

How did CCOC(=O)C1=C(O)/C(=C/c2ccc(OCC(=O)O)c(OC)c2)SC1=Nc1ccc(OCC)cc1 do in these assays?
GlmU inhibition: 3.2%

How did COCCn1c(-c2ccc(OC)cc2)nc2oc3cc(OC)ccc3c(=O)c2c1=O do in these assays?
GlmU inhibition: 0.3%; Mtb RmlCD inh: -6

Results for S=c1[nH]nc(-c2cccnc2)n1Cc1ccccc1 ?
GlmU inhibition: -3.0%; Mtb RmlCD inh: -7

How did Cc1cc(C)cc(OCC(=O)NC2=NCCS2)c1 do in these assays?
GlmU inhibition: 3.7%

What do the screens show for `COC(=O)c1cc(C(=O)OCC(=O)Nc2cc(C)on2)cc([N+](=O)[O-])c1`?
GlmU inhibition: 3.3%; Mtb RmlCD inh: 14

Results for Cn1nc(-c2ccc(C(=O)N3CCN(Cc4ccccc4)CC3)cc2)c2ccccc2c1=O ?
GlmU inhibition: 2.0%; Mtb RmlCD inh: -8

What do the screens show for `CCc1ccc(NS(=O)(=O)c2ccc3[nH]cc(C(=O)N4CCc5ccccc54)c(=O)c3c2)cc1`?
GlmU inhibition: 2.1%; Mtb RmlCD inh: 0

How did O=C(NCC(O)COc1ccc([N+](=O)[O-])cc1)c1ccccc1 (stereo not drawn) do in these assays?
GlmU inhibition: 4.7%; Mtb RmlCD inh: -12

Results for CNC(=O)c1nnn(-c2ccccc2)c1C(=O)NC ?
GlmU inhibition: 1.1%

Results for CC(=O)Nc1ccc(C(=O)NN2C(=O)c3ccccc3C2=O)cc1 ?
GlmU inhibition: -0.4%; Mtb RmlCD inh: 24

What do the screens show for `CCN1CCN(CC(=O)N2N=C(c3cccs3)CC2c2ccc(F)cc2)C(=O)C1=O` (stereo not drawn)?
GlmU inhibition: 5.0%

Results for O=C(CCNC(=O)c1ccc([N+](=O)[O-])cc1)N/N=C/c1ccc(F)cc1 ?
GlmU inhibition: 6.7%

How did CCc1ccc(NCc2cc3c(C)nn(-c4ccccc4)c3[nH]c2=O)cc1 do in these assays?
GlmU inhibition: -2.1%; Mtb RmlCD inh: -1

How did CCOC(=O)C1=C(c2ccccc2)OC(N)=C(C#N)C1C1CCCCC1 (stereo not drawn) do in these assays?
GlmU inhibition: -3.7%; Mtb RmlCD inh: 11

How did O=C(Nc1cccc(C(F)(F)F)c1)c1cccc(NS(=O)(=O)c2ccc(Br)c(C(=O)O)c2)c1 do in these assays?
GlmU inhibition: 0.7%; Mtb RmlCD inh: -11

Results for Cc1nn(CC(C)C)c(=S)[nH]c1=O ?
GlmU inhibition: 7.1%; Mtb RmlCD inh: 3

What do the screens show for `CC(C)c1nnc(NC(=O)Cc2cccs2)s1`?
GlmU inhibition: -3.7%; Mtb RmlCD inh: 3

What do the screens show for `C=CCNc1ncnc2c1cnn2-c1ccc(Cl)cc1`?
GlmU inhibition: 7.0%

How did CCOC(=O)C(NC(C)=O)C(OC(C)=O)c1cccc([N+](=O)[O-])c1 (stereo not drawn) do in these assays?
GlmU inhibition: -3.9%; Mtb RmlCD inh: -4

Results for Cc1nn(C(C)(C)C)c(NC(=O)c2ccc(Cl)cc2)c1Br ?
GlmU inhibition: -0.1%; Mtb RmlCD inh: 8

Results for CCOC(=O)c1c(C)n(-c2ccc(C)cc2)c2ccc(OCC(O)CN3CCN(C)CC3)cc12 (stereo not drawn) ?
GlmU inhibition: -14%; Mtb RmlCD inh: -7

How did COCCCNC(=O)c1c(NC(=O)c2ccco2)n(Cc2ccccc2)c2nc3ccccc3nc12 do in these assays?
GlmU inhibition: 3.4%; Mtb RmlCD inh: -3

Results for Cc1cccc(N2CCN(C(=O)CCn3c(=S)[nH]c4cc5c(cc4c3=O)OCO5)CC2C)c1 (stereo not drawn) ?
GlmU inhibition: 6.5%; Mtb RmlCD inh: 10

Results for CCC(=O)c1ccc(OCC(=O)O)cc1 ?
GlmU inhibition: -3.8%; Mtb RmlCD inh: 0

How did COc1ccccc1NC(=O)CN(Cc1ccco1)C(=O)c1ccc(=O)[nH]c1 do in these assays?
GlmU inhibition: -2.2%; Mtb RmlCD inh: 4

What do the screens show for `O=S(=O)(NCC1CCCO1)c1ccc(Br)s1` (stereo not drawn)?
GlmU inhibition: 2.4%; Mtb RmlCD inh: 18

How did Cc1cc(C)c2c(N)c(C(=O)c3ccc(Cl)cc3)sc2n1 do in these assays?
GlmU inhibition: -1.2%; Mtb RmlCD inh: 40

Results for COc1cc(NC(=O)C2CCCO2)c(OC)cc1NC(=O)c1ccccc1 (stereo not drawn) ?
GlmU inhibition: -2.7%

What do the screens show for `COC(=O)c1ccc(CSc2nnc(Nc3cccc(OC)c3)s2)o1`?
GlmU inhibition: -3.6%

What do the screens show for `N#CC1=C(N)OC2=C(CC/C2=C\c2ccc(F)cc2)C1c1ccc(F)cc1` (stereo not drawn)?
GlmU inhibition: 1.0%; Mtb RmlCD inh: 23

How did O=C(COC(=O)CNC(=O)c1ccccc1F)Nc1cccc(S(=O)(=O)N2CCCCCC2)c1 do in these assays?
GlmU inhibition: -4.5%; Mtb RmlCD inh: 4

What do the screens show for `COc1cccc(C(=O)Nc2ccc(C(F)(F)F)n(C)c2=O)c1`?
GlmU inhibition: -2.0%

What do the screens show for `CC1=CSC2=NC(=O)/C(=C/c3cccc(OC(=O)c4ccco4)c3)C(=N)N12`?
GlmU inhibition: -2.9%

How did O=C(NCCN1CCOCC1)c1ccccc1Oc1ccccc1 do in these assays?
GlmU inhibition: -0.9%

How did C/C(=N/NC(=O)C1CCN(S(=O)(=O)c2ccc(C)cc2)CC1)c1cccc([N+](=O)[O-])c1 do in these assays?
GlmU inhibition: -0.2%; Mtb RmlCD inh: 7

Results for CCCCC(CC)CNC(=O)Cn1c(=O)[nH]c2ccsc2c1=O (stereo not drawn) ?
GlmU inhibition: -1.1%; Mtb RmlCD inh: -9

How did CCCc1cc(C(=O)Nc2cnn(Cc3ccc(F)cc3)c2)no1 do in these assays?
GlmU inhibition: 1.4%; Mtb RmlCD inh: 6

What do the screens show for `CC(C)(C)n1ncc2c(=O)n(CC(=O)NCc3ccco3)cnc21`?
GlmU inhibition: 1.7%; Mtb RmlCD inh: 3

What do the screens show for `O=C(NN=C1C2CC3CC(C2)CC1C3)c1cc(Cl)ccc1O`?
GlmU inhibition: 2.0%; Mtb RmlCD inh: 6

How did CCOc1ccc(NC(=O)/C=C/c2ccc(OC)cc2)c([N+](=O)[O-])c1 do in these assays?
GlmU inhibition: 2.0%; Mtb RmlCD inh: 6

How did COc1ccc(N2CCCn3c2nc2c3c(=O)n(CCN3CCOCC3)c(=O)n2C)cc1 do in these assays?
GlmU inhibition: 2.0%

How did O=C(O)CCN1C(=O)C2C3CC(C2C1=O)C1C(c2ccccc2)c2sc(=O)n(-c4ccccc4)c2SC31 (stereo not drawn) do in these assays?
GlmU inhibition: 3.1%; Mtb RmlCD inh: 3

How did COc1ccc(OCC(=O)OC2CCCN(C)C2)cc1 (stereo not drawn) do in these assays?
GlmU inhibition: 3.0%; Mtb RmlCD inh: -3

What do the screens show for `CCc1nc2ccccc2n1Cc1cc(=O)n2cc(C)ccc2n1`?
GlmU inhibition: 0.1%; Mtb RmlCD inh: 8

What do the screens show for `C=CSc1sc(Cl)c(N(CC)CC)c1[N+](=O)[O-]`?
GlmU inhibition: -2.0%; Mtb RmlCD inh: 0

What do the screens show for `CCN(CC)C(=O)COc1ccc(-c2ccccc2)cc1`?
GlmU inhibition: 2.9%; Mtb RmlCD inh: -3

How did COCc1cc(C)n(CC(=O)Nc2ccccc2OC)c(=O)c1C#N do in these assays?
GlmU inhibition: -0.4%

Results for Nc1ccnn1-c1ccccc1 ?
GlmU inhibition: 0.1%; Mtb RmlCD inh: -2

What do the screens show for `Cc1nc2nc(COc3ccccc3)[nH]n2c(=O)c1Cl`?
GlmU inhibition: 4.6%; Mtb RmlCD inh: 5

Results for Cc1nc2ccccc2c2c(N)c3ccccc3n12 ?
GlmU inhibition: 0.8%; Mtb RmlCD inh: -11

By substructure, the compounds so far with a cyano group
How did Cc1cc(C)n(NC(=S)NC2CCCC2)c(=O)c1C#N do in these assays?
GlmU inhibition: 2.1%

How did CCOC(=O)C1=C(c2ccccc2)OC(N)=C(C#N)C1C1CCCCC1 (stereo not drawn) do in these assays?
GlmU inhibition: -3.7%; Mtb RmlCD inh: 11

What do the screens show for `N#CC1=C(N)OC2=C(CC/C2=C\c2ccc(F)cc2)C1c1ccc(F)cc1` (stereo not drawn)?
GlmU inhibition: 1.0%; Mtb RmlCD inh: 23

How did COCc1cc(C)n(CC(=O)Nc2ccccc2OC)c(=O)c1C#N do in these assays?
GlmU inhibition: -0.4%
